CHT inh – human CHT choline transport inhibition | Q9GZV3 | CHT-expressing cells, membrane potential dye, choline response; stronger effect = lower value | B-score at 10 µM | 310,000 compounds, 0.86% hits | AID 488975;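 active means B-score over 3 SD under the library average, and starting fluorescence ratio not unusually high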;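 further: choline stimulus applied at its EC90 after an EC20 pre-addition; B-score computed on integrated fluorescence ratio after choline addition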
Target sequence (Q9GZV3 whole entry, looked up): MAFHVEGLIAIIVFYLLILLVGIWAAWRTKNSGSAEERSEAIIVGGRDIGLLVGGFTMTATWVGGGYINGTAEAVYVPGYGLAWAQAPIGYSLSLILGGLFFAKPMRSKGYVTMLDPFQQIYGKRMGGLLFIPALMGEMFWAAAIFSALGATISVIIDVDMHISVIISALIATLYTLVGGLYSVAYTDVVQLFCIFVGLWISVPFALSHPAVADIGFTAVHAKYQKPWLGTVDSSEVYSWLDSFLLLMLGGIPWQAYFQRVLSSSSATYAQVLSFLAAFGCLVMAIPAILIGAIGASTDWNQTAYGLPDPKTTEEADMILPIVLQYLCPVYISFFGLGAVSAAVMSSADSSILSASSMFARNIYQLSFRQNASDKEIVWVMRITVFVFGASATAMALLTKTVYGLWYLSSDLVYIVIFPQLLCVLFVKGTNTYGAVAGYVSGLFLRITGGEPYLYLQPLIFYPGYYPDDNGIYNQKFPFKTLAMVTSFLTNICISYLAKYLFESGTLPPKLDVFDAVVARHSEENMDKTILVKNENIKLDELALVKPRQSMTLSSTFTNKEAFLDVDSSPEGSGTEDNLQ
CHT allo act – allosteric activators of human choline transporter CHT. Q9GZV3. CHT-expressing cells, membrane potential dye, choline EC20; stronger effect = higher value; LV-AA mutant CHT in HEK293 cells. B-score at 10 µM. 310,000 compounds, 0.49% hits. AID 488977;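 active means initial fluorescence not abnormally high and integrated response B-score, plate-corrected, over 3 SD above library mean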
An asterisk follows results filed as active; i = inactive.

SMILES	CHT inh	CHT allo act
Fc1c(F)c(F)c(/C=N/NC(=S)Nc2cccnc2)c(F)c1F	i	i
CC(C)Cn1c(=O)c2ccccc2c2ccccc2c1=O	i	i
Cc1csc(NC(=O)CSc2nnc(-c3ccc(Cl)cc3)n2N)n1	i	i
COc1ccc(NC(=O)NNC(=O)COc2ccc3cc(Br)ccc3c2)cc1OC	i	i
Cc1cc(SCC(=O)Nc2ccc(O)cc2)n2ncc(-c3ccccc3)c2n1	i	i
CC(=O)Nc1nnc(SCc2ccc(F)cc2)s1	i	i
COc1ccc(NS(=O)(=O)c2c(F)cc(F)c(Cl)c2F)cc1S(=O)(=O)N1CCCCC1	i	i
CC(Oc1cccc2cccnc12)C(=O)N/N=C/c1ccccc1 (stereo not given)	i	i
O=C(CCNC(=O)C1CCN(S(=O)(=O)c2ccc(F)cc2)CC1)Nc1ccccc1	i	i
COC(=O)[C@@H]1C[C@H]2CC[C@H](O)C[C@H]2N1Cc1ccc(C(C)(C)C)cc1	i	i
Cc1ccc(C)c(-c2nc3cc(N)ccc3o2)c1	i	i
Cc1ccc(C(=O)N/C(=C/c2ccccc2)C(=O)NCc2ccncc2)cc1	i	i
CC(C)(C)c1ccc(C(=O)c2c[nH]c(C(=O)NCCc3ccccn3)c2)cc1	i	i
c1ccc2c(-c3nn4nnnc4c4ccccc34)cccc2c1	i	i
CCCCc1c(C)c2ccc(OCC(C)=O)cc2oc1=O	i	i
CCOC(=O)N=Nc1c(O)n(Cc2ccccc2)c2ccccc12	i	i
C=C(C)Cc1c(C)c(C#N)c2nc3ccccc3n2c1NCCCN(C)C	i	i
COc1ccc(OC)c(S(=O)(=O)Nc2c(NC3CCCCC3)c3ccccc3oc2=O)c1	i	i
FC(F)(F)c1cccc(Nc2ncnc3ccccc23)c1	i	i
O=C1NC(Nc2nccs2)(C(F)(F)F)C(=O)N1CCc1ccccc1 (stereo not given)	i	i
CCOc1cc(C)c(C(C)C)cc1S(=O)(=O)N1CCOCC1	i	i
CSc1nc(=O)n2cccc(C)c2n1	i	i
C=CCn1c(SCC(=O)N2CCOCC2)nc(O)c(Cc2ccccc2)c1=O	i	i
Cc1ccc(O)c(NC(=O)c2cc([N+](=O)[O-])ccc2Cl)c1	i	i
Nc1nc(SCc2ccccc2Cl)n[nH]1	i	i
Cc1csc(NC(=O)C2=NN(c3ccccc3)C(=O)CC2)n1	i	i
Cc1cc(C(=O)OCC(=O)c2cccc([N+](=O)[O-])c2)c2ccccc2n1	i	i
CC(C)Sc1nnc(-c2ccc(S(=O)(=O)N3CCOCC3)cc2)n1C	i	i
O=C(c1ccc([N+](=O)[O-])cc1)N1CCSC1c1ccc(Br)cc1 (stereo not given)	i	i
Cc1ccnc(NS(=O)(=O)c2cccc3nsnc23)c1	i	i
O=C(CCN1CCN(CC(=O)Nc2ccccc2F)CC1)Nc1ccccc1F	i	i
Cc1ccc(C)c(N2CCN(C(=O)c3ccc(CS(=O)(=O)c4ccccc4C)o3)CC2)c1	i	i
CCOc1cc(C(c2c(C)[nH][nH]c2=O)c2c(C)[nH][nH]c2=O)ccc1OC(=O)c1cccc([N+](=O)[O-])c1	i	i
CC(=O)C1=C(O)C(=O)N(Cc2cccnc2)C1c1ccccc1 (stereo not given)	i	i
COc1ccc2cc(CCNC(=O)C3CC3)c(=O)[nH]c2c1	i	i
COc1ccccc1OCC(=O)NCCCn1ccnc1	i	i
CC1=C(C(=O)OCc2ccccc2)C(c2ccc(Cl)cc2Cl)NC(=O)N1CCCC(=O)O (stereo not given)	i	i
CCC1=NN(C(=O)COc2ccccc2)C(O)(c2ccncc2)C1 (stereo not given)	i	i
CC(C)(C)c1nnc2sc(SCC(=O)c3ccc(Cl)cc3)nn2c1=O	i	i
CN1CCCN(S(=O)(=O)c2ccccc2)CC1	i	i
CCn1nnc2cc(C(=O)O)ccc21	i	i
CCCCN1/C(=C/c2cccc[n+]2C)Sc2cc(NC(C)=O)ccc21	i	i
Cc1ccc(-c2nc(N)sc2CC(=O)OCC(=O)N2C(C)CCCC2C)cc1 (stereo not given)	i	i
CCOC(=O)c1cc2c(C(F)(F)F)cc(-c3ccccc3)nc2o1	i	i
COCCCn1c2nc3ccccc3nc2c2c(=O)n(CC3CCCO3)cnc21 (stereo not given)	i	i
Brc1ccc(-c2noc(CCc3ccccc3)n2)cc1	i	i
O=c1c2cnn(-c3ccccc3)c2ncn1Cc1ccco1	i	i
O=C1S/C(=C/c2ccc(N3CCOCC3)o2)C(=O)N1Cc1c(F)cccc1Cl	i	i
CN(CCO)c1cc(N2CCCCC2)c2nonc2c1[N+](=O)[O-]	i	i
CC1CN(c2nc(Nc3ccccc3)nc(N)c2[N+](=O)[O-])CC(C)O1 (stereo not given)	i	i
Further records.
SMILES	CHT inh	CHT allo act
CC(C)Oc1ccc(S(=O)(=O)N2CCOCC2)cc1NC(=O)C(C)Oc1ccc(F)cc1 (stereo not given)	i	i
O=c1c2ccccc2nc(SCc2cc([N+](=O)[O-])cc3c2OCOC3)n1-c1ccccc1	i	i
O=C(/C=C\c1ccccc1[N+](=O)[O-])Nc1ccccc1	i	i
Cc1ccccc1NS(=O)(=O)c1cc(C(=O)Nc2ccccc2-c2ccccc2)ccc1Cl	i	i
CC/C(=N\OC(=O)c1ccc(OC(C)C)cc1)c1ccc(C)cc1	i	i
Cc1ccccc1S(=O)(=O)/N=C(/c1ccccc1)N(C)C	i	i
Cn1c(=O)c2c(ncn2CCC(=O)N/N=C/c2ccncc2)n(C)c1=O	i	i
COCc1cc(C)nc(OCC(=O)N/N=C/c2ccc(O)cc2O)c1C#N	i	i
COC(=O)CCc1nc2ccccc2[nH]c1=O	i	i
CCn1c(SCC(=O)Nc2ccccc2)nnc1-c1ccc(S(=O)(=O)N2CCOCC2)cc1	i	i
Cc1cc(-c2ccc(S(=O)(=O)N3CCN(c4ccccc4F)CC3)s2)on1	i	i
Cc1cccc(NC(=O)CC(=O)Nc2cccc(C)c2)c1	i	i
COc1ccccc1P(=O)(Cc1ccccc1)c1ccccc1 (stereo not given)	i	i
Cc1cccc(N(C(=O)CS(=O)CC(=O)Nc2ccc3c(c2)OCO3)C(C)C(=O)NC2CCCC2)c1C (stereo not given)	i	i
O=C(Cn1c(-c2ccccn2)nc2ccccc21)N/N=C/c1cccnc1	i	i
COc1cccc(N2C(=O)CC(N3CCN(c4ccc([N+](=O)[O-])cc4)CC3)C2=O)c1 (stereo not given)	i	i
COc1ccc(C2NCCc3sccc32)cc1 (stereo not given)	i	i
Cn1c(NN)nc2ccccc2c1=O	i	i
CC(C)C(c1nnnn1Cc1ccc(F)cc1)N1CCC(C(N)=O)CC1 (stereo not given)	i	i
CN(C)CCC(=O)N1c2ccccc2Sc2ccc(C(F)(F)F)cc21	i	i
CCn1c(CNC(=O)c2ccccc2OC)nnc1SCC(=O)c1ccc(F)cc1	i	i
COc1ccc(COC(=O)C2=C(C)NC(=O)NC2c2ccccc2)cc1 (stereo not given)	i	i
COc1cccc(N2[C@@H](CC(=O)O)c3ccc(/C=C/C(=O)O)cc3S2(=O)=O)c1	i	i
CCOC(=O)C1CCN(C(=O)c2cc(COc3ccc(F)cc3F)on2)CC1	i	i
CCC(C)(C)NC(=O)COc1ccc(C(=O)c2ccccc2)cc1	i	i
CCCSCC(=O)Nc1ncc2c(n1)-c1ccccc1CC2	i	i
CCCCc1ccc(NC(=O)N[C@@H](C)C(=O)O)cc1	i	i
Cc1csc2c(N3CCN(C(=O)Nc4ccc(OC(F)(F)F)cc4)CC3)ncnc12	i	i
COc1cccc(C(=O)CSc2nnc(-c3cc(OC)cc(OC)c3)o2)c1	i	i
Nc1cccnc1Oc1ccccc1F	i	i
O=C(COC(=O)c1nc(Cl)ccc1Cl)NC1CCS(=O)(=O)C1 (stereo not given)	i	i
N#Cc1c(N2CCCCC2)nc(N)c2c(N)nc3c(c12)CC(c1ccccc1)O3 (stereo not given)	i	i
C=CCn1c(CNC(=O)c2ccco2)nnc1SCC(=O)c1ccc(F)cc1	i	i
Cc1cc(C)c(S(=O)(=O)/N=C2/C=C(Sc3ncn[nH]3)C(=O)c3ccccc32)cc1C	i	i
CCOc1ccccc1N1CCN(C(=O)c2ccc3[nH]c(C)c(C)c3c2)CC1	i	i
O=C(Cc1cc(=O)oc2cc(O)ccc12)N[C@@H](Cc1c[nH]c2ccccc12)C(=O)O	i	i
O=[N+]([O-])c1cccc(CN2CCN(Cc3ccco3)CC2)c1	i	i
CC(C)(C)NCC(O)COc1c(F)cc(Br)cc1F (stereo not given)	i	i
Nc1nnn(CC(=O)N/N=C/c2ccco2)n1	i	i
O=C(NC1CCCCC1)C(c1cccnc1)N(C(=O)c1csnn1)c1ccccc1F (stereo not given)	i	i
OCCN1CCN(C(=S)Nc2ccc(Oc3ccccc3)cc2)CC1	i	i
CCN1CCN(c2ncnc3sc(C)c(-c4ccccc4)c23)CC1	i	i
CC(=O)Nc1ccc(NC(=O)CSc2nc(=O)n3cccc(C)c3n2)cc1	i	i
Cc1ccc(N(CC(=O)NCCSCc2ccco2)S(C)(=O)=O)cc1	i	i
OC(CNC1CCCCC1)CNC1CCCCC1	i	i
O=C(Nc1ccc(N2CCN(C(=O)c3ccc(Cl)cc3)CC2)cc1)c1cccnc1	i	i
COc1ccc(CNC(=O)CN(Cc2ccc(C)cc2)S(=O)(=O)c2ccc(Cl)cc2)cc1	i	i
COc1ccccc1C(C#N)c1cccc(Cl)n1 (stereo not given)	i	i
Cc1ccc(-c2nnn(CC(=O)N3CCCc4ccccc43)n2)cc1	i	i
CCN1CCN(CC(O)COc2ccc(C(C)=O)cc2)CC1 (stereo not given)	i	i
Following part:
SMILES	CHT inh	CHT allo act
Cc1c(NC(=O)C(C)OC(=O)/C=C/c2ccccc2)c(=O)n(-c2ccccc2)n1C (stereo not given)	i	i
Nc1c2c(=O)oc(-c3ccccc3)cc2nn1-c1ccccc1	i	i
CCNc1nc(N)nc(-c2cc(Cl)ccc2O)n1	i	i
COc1ccc(N/N=C(\C=N\O)C(=O)c2ccc(OC)cc2)cc1	i	i
COc1ccc(CCN(C)C2CCCN(S(=O)(=O)c3ccccc3F)C2)cc1OC (stereo not given)	i	i
Cc1ccc2c(c1)N(CC(=O)NC1CCCC(C)C1C)C(=O)c1cccnc1O2 (stereo not given)	i	i
O=C(NNc1ccc(C(F)(F)F)cc1[N+](=O)[O-])c1ccc(NS(=O)(=O)c2ccc(F)cc2)cc1	-10*	i
COc1cc2c(cc1OC)CN(CC(=O)NC(=O)NC(C)(C)C)CC2	i	i
CCN(CC)C(=O)c1sc2nc(-c3cccs3)cc(-c3cccs3)c2c1N	i	i
O=C(Cn1cnc2nc3n(c2c1=O)CCC3)NCc1ccccc1	i	i
O=C(Nc1ccccc1)ON=C1CCCC1	i	i
O=C(NCC1CCCO1)C1CCCN1C(=O)Nc1ccc(Cl)cc1 (stereo not given)	i	i
COc1cccc(N2CCN(C3C4CC5CC(C4)CC3C5)CC2)c1 (stereo not given)	i	i
COc1ccccc1NC(=O)N(Cc1ccccc1)C1=NCC(C)S1 (stereo not given)	i	i
O=C(NCc1cccc(C(F)(F)F)c1)c1ccc(=O)[nH]c1	i	i
CNC(=O)C(=O)NCCN1CCN(C(=O)c2ccc([N+](=O)[O-])cc2)CC1	i	i
O=C(Cn1c(=O)c2cccn2c2ccccc21)Nc1ccc(F)cc1F	i	i
O=C(O)/C=C/c1cn(Cc2ccccc2)nc1-c1ccccc1	i	i
Cc1cccc(C(CC(=O)N2CCCC2)c2ccccc2)c1O (stereo not given)	i	i
Cc1nn(S(=O)(=O)c2ccccc2)c(C)c1S(=O)(=O)N1CCOCC1	i	i
Cc1cc(O)c(-c2cc(C(=O)Nc3sc4c(c3C(=O)NCc3ccco3)CCC4)[nH]n2)cc1C	i	i
C(=C\c1ccco1)/c1ccc2ccccc2n1	i	i
O=C1CSC(c2cn(-c3ccccc3)nc2-c2cccs2)N1CC1CCCO1 (stereo not given)	i	i
COc1ccc2c(c1)N(C)/C(=C/c1cccc[n+]1C)S2	i	i
Cc1ccc(-c2noc(CN3CCCCC3)n2)cc1	i	i
CCN(CC)S(=O)(=O)c1cccc(-c2nnc(SCC(=O)NC3CCCCCCC3)n2N)c1	i	i
CCOc1ccccc1N1CCN(C(=O)CCCc2nc3ccccc3s2)CC1	i	i

As a short view, part of the list above.
SMILES	CHT inh	CHT allo act
O=C(Cn1cnc2nc3n(c2c1=O)CCC3)NCc1ccccc1	i	i
O=C(Nc1ccccc1)ON=C1CCCC1	i	i
O=C(NCC1CCCO1)C1CCCN1C(=O)Nc1ccc(Cl)cc1 (stereo not given)	i	i
COc1cccc(N2CCN(C3C4CC5CC(C4)CC3C5)CC2)c1 (stereo not given)	i	i
COc1ccccc1NC(=O)N(Cc1ccccc1)C1=NCC(C)S1 (stereo not given)	i	i
O=C(NCc1cccc(C(F)(F)F)c1)c1ccc(=O)[nH]c1	i	i
CNC(=O)C(=O)NCCN1CCN(C(=O)c2ccc([N+](=O)[O-])cc2)CC1	i	i
O=C(Cn1c(=O)c2cccn2c2ccccc21)Nc1ccc(F)cc1F	i	i
O=C(O)/C=C/c1cn(Cc2ccccc2)nc1-c1ccccc1	i	i
Cc1cccc(C(CC(=O)N2CCCC2)c2ccccc2)c1O (stereo not given)	i	i
Cc1nn(S(=O)(=O)c2ccccc2)c(C)c1S(=O)(=O)N1CCOCC1	i	i
Cc1cc(O)c(-c2cc(C(=O)Nc3sc4c(c3C(=O)NCc3ccco3)CCC4)[nH]n2)cc1C	i	i
C(=C\c1ccco1)/c1ccc2ccccc2n1	i	i
O=C1CSC(c2cn(-c3ccccc3)nc2-c2cccs2)N1CC1CCCO1 (stereo not given)	i	i
COc1ccc2c(c1)N(C)/C(=C/c1cccc[n+]1C)S2	i	i

Assay outcomes as filed in PubChem.
